# Source: PubChem (NMMLSC)
# Bcl-2 Bim block: disrupts Bim peptide binding to human Bcl-2 | P10415 | Bead-based flow cytometry, Bim peptide-Bcl-2 binding | inhibition, % at 10 µM | 0.06% of 190,000 active | AID 950; in the data active means inhibition above about 40%; inconclusive means no clear call, values can overlap the other calls;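 further: 0% = no compound wells with probe peptide and 100% = reference peptide inhibitor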
# Target sequence (P10415 whole entry, looked up): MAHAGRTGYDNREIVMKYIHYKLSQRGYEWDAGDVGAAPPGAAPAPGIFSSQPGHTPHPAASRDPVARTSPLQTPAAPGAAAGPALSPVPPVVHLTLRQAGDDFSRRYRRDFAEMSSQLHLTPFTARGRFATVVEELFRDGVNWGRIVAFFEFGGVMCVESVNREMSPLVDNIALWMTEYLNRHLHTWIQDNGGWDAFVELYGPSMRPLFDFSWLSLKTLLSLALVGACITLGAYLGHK
# RGS8-Gao reg: human RGS8-Galphao interaction regulation; response (percent of control binding), % at 10 µM; 0.34% of 220,000 active; multiplexed bead flow cytometry, RGS8-Galphao binding; actives lie on both sides; in the data active means response below about 60% or above about 140%; inactive means in between;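 further: Galphao activated as the GDP aluminium fluoride complex binding bead-coupled RGS8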
# Target sequence (P09471 whole entry, looked up): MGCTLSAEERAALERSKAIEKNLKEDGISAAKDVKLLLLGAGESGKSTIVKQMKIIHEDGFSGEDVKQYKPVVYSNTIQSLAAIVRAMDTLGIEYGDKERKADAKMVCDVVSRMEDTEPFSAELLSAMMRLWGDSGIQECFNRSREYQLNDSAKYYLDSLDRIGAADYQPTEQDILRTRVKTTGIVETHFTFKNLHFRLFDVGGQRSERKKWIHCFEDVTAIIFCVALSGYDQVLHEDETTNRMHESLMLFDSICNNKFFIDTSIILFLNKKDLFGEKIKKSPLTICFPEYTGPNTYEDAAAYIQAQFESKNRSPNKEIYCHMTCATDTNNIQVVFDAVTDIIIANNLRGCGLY
# Bim-Bcl-W: human Bim-Bcl-W interaction inhibition | bead-based flow cytometry, Bim peptide-Bcl-W binding | inhibition, % at 10 µM | 0.02% of 190,000 active | AID 952;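 further: 0% = bound tracer without compound and 100% = peptide blocker; higher means less fluorescent Bim peptide bound to Bcl-W beads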
# Target sequence (Q92843 whole entry, looked up): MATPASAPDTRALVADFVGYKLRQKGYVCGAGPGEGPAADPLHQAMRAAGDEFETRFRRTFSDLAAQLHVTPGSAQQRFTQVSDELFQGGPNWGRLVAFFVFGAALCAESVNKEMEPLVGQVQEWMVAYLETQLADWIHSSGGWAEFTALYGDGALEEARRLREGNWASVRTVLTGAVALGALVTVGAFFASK
# RGS7-Gao: modulates binding of RGS7 to human Galphao. Multiplexed bead flow cytometry; actives lie on both sides. 0.35% of 220,000 active. binding response (% of control), % at 10 µM; in the data active means binding response below about 49% or above about 150%; inconclusive means no clear call, values can overlap the other calls; inactive means in between;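 further: fluorescent Galphao held in activated GDP-AlF4 state binding bead-coupled RGS7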
# ABCB1 inh: inhibitors of human ABCB1 transporter, ABCG2 counter-screen | P08183 | CCRF-Adr cells, JC-1 efflux, flow cytometry | inhibition, % at 6.6 µM | 0.067% of 190,000 active | AID 1326; in the data active means inhibition above about 40%;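 further: 0% = vehicle and 100% = reference inhibitor; higher value means more JC-1 retained so stronger ABCB1 efflux block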
# Bcl-XL Bim block: human Bim-Bcl-XL interaction inhibition; Q07817; 0.04% of 190,000 active; inhibition, % at 10 µM; Bim peptide-Bcl-XL binding, bead flow cytometry, fluorescence
# ABCG2 inh: inhibitors of human ABCG2 transporter, ABCB1 counter-screen | Q9UNQ0 | IgMXP3 cells, JC-1 efflux, flow cytometry | inhibition, % at 6.6 µM | 0.1% of 190,000 active;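 active means inhibition above 80%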;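 further: 0% = DMSO and 100% = nicardipine control wells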
#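 test system = two drug-resistant human cell lines, ABCG2 and ABCB1 | amount = 3 million cells/mL final, two lines in 1:1 ratio | reagent = JC-1 transporter substrate | doses = one concentration, 6.6 µM final | incubation = 10 min at 25 °C | signal = flow cytometric JC-1 green MFI at 530 nm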
# Bim-Bcl-B: inhibitors of Bim-Bcl-B interaction, human; bead-based flow cytometry, Bim peptide-Bcl-B binding; Q9HD36; 0.073% of 190,000 active; inhibition, % at 10 µM;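 further: 0% = tracer peptide without compound and 100% = reference inhibitor peptide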
# Target sequence (Q9HD36 whole entry, looked up): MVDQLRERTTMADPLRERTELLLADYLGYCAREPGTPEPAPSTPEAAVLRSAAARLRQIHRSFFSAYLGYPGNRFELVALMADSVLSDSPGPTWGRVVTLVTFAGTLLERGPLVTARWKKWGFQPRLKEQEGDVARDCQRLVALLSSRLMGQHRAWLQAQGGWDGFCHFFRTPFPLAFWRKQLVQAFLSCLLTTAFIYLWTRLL
# RGS4-Gao reg: modulates binding of RGS4 to human Galphao; binding response (% of control), % at 10 µM; Multiplexed bead flow cytometry; actives lie on both sides; 0.33% of 220,000 active; in the data active means binding response below about 49% or above about 150%; inactive means in between;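 further: fluorescent Galphao activated with aluminum fluoride binding bead-coupled RGS4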
# Bim-Bfl-1: human Bim-Bfl-1 interaction inhibition; Q16548; Bead-based flow cytometry, Bim-Bfl-1 binding inhibition; inhibition, % at 10 µM; 0.12% of 190,000 active; AID 1008;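 further: 0% = wells without compound plus tracer and 100% = blocker peptide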
# GSH fluor: compound fluoresces at 488/530 nm on GSH beads; 0.25% of 190,000 active; GSH beads flow cytometry, compound fluorescence 488/530 nm; active compounds read high; fluorescence (KMESF) at 10 µM; in the data active means fluorescence above about 89;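 further: glutathione beads carrying GST-tagged Bcl family fusion proteins plus one bare bead set; values are compound well signal with DMSO vehicle wells as background; inactives centre near 16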
# Numbers without * were called inactive; ? = inconclusive. Unless noted, no stated cut-off is given here; in the data, active means inhibition above about 40%.
SMILES,Bcl-2 Bim block,RGS8-Gao reg,Bim-Bcl-W,RGS7-Gao,ABCB1 inh,Bcl-XL Bim block,ABCG2 inh,Bim-Bcl-B,RGS4-Gao reg,Bim-Bfl-1,GSH fluor
CCOc1ncccc1C(=O)NCc1ccc(OC)c(OC)c1,-2,104,-2,106,4.5,-5,7,-7,101,-2,13
Fc1ccc(OCc2nnc(SCCN3CCOCC3)o2)cc1,0,98,-1,98,-0.3,-2,-1,-6,99,-1,18
COC(=O)c1sc(NC(=O)/C=C/c2ccccc2Cl)nc1C,0,101,-3,95,-1.7,0,-3,-4,95,-4,17
OC(COc1ccc(CN2CCSCC2)cc1)CN1CCCCC1 (stereo not given),-3,102,-3,106,0.4,-7,0,-1,99,-6,11
Cc1cc(C)c2c(=O)[nH]c(SCc3ccccc3C)nc2n1,-1,100,-1,100,0.7,-1,10,-2,98,-3,19
CCOC(=O)C1=C(C)NC(=O)NC1c1ccc2c(c1)OCO2 (stereo not given),-9,104,-7,103,0.2,-10,1,-7,106,-8,35
CCOCCCn1c(=S)[nH]c2cc(C(=O)N3CCC(C(N)=O)CC3)ccc2c1=O,-5,103,4,103,-0.2,-6,2,-2,99,-10,12
Cc1ccc(S(=O)(=O)C(C#N)c2nc3ccccc3nc2N2CCC(C)CC2)cc1 (stereo not given),0,102,-2,104,-0.9,-1,-3,1,104,-2,7
O=C(Nc1ccccc1)c1ccccc1OCc1cccc([N+](=O)[O-])c1,-5,101,-1,101,1.5,-3,39,-3,100,-11,9
CCO[C@@H]1OC(C(=O)N2CCOCC2)=C[C@H](C)[C@H]1CCCO,0,99,-4,106,0.0,-4,2,-5,99,-4,18
COc1ccc2c(C)cc(SCn3nnc4ccccc4c3=O)nc2c1,-4,101,0,99,1.1,-1,13,-4,98,1,12
Cc1ccnc(N/C=C(/NC(=O)c2ccccc2)C(=O)NN)n1,0,102,0,101,-0.4,2,-1,-2,103,-4,13
Cc1onc(-c2c(Cl)cccc2Cl)c1C(=O)c1c[nH]c(C(=O)NCC2CCCO2)c1 (stereo not given),-1,97,-2,?,0.2,0,1,6,94,3,12
c1ccc(CNc2ncnc3sc4c(c23)CCCC4)nc1,0,104,0,104,0.4,-1,20,-2,102,-4,8
O=C(Nc1ccccc1)NC1CCN(CCCN2C(=O)c3ccccc3C2=O)CC1,-18,103,-8,109,1.2,-8,7,-8,106,-10,28
O=C(CC1Oc2ccccc2NC1=O)NCCCN1CCN(Cc2ccccc2)CC1 (stereo not given),-1,100,0,101,-2.2,-3,-4,-2,99,-11,19
O=C(O)CCNC(=O)C12CC3CC(CC(C3)C1)C2,-1,99,0,100,0.6,-1,1,-2,96,0,15
Cc1cccc(-c2nc3sc(C)cc3c(=O)o2)c1,-4,101,-3,100,-0.1,-1,2,-4,100,-7,11
COC(=O)C(NC(=O)c1ccccc1Cl)(Nc1ncc(S(=O)(=O)c2ccc([N+](=O)[O-])cc2)s1)C(F)(F)F (stereo not given),-11,103,-1,100,1.6,-10,6,-10,103,-11,34
CCN(CC)C(=O)C1=C(C)NC(=O)NC1c1ccccc1F (stereo not given),0,102,1,99,0.4,-4,1,0,98,-3,21
O=C(NCCc1ccccc1)Nc1cccc(Cl)c1,-1,99,-3,98,3.9,-5,34,-10,97,-3,10
COc1ccc(CC(=O)Nc2ccc3c(c2)OCO3)cc1S(=O)(=O)N1CCOCC1,-3,100,-3,102,0.0,-5,1,-3,102,-2,61
NS(=O)(=O)c1ccc(NC(=O)CSc2nc3ccccc3[nH]2)cc1,0,102,0,106,0.1,0,0,-3,103,-3,11
Cc1ccc2nc(NS(C)(=O)=O)sc2c1,-5,116,-3,107,0.1,-4,1,-1,106,-4,22
CCOc1ccc(S(=O)(=O)NCCCN2CCOCC2)cc1,-11,100,-3,97,0.7,-12,3,-8,97,-16,31
COc1cccc(-c2nc(-c3ccc4c(c3)-c3ccccc3S4(=O)=O)c(-c3ccccc3)[nH]2)c1OC,-3,107,-3,105,5.7,-8,20,-9,103,0,14
COc1cc(/C=C(/C(=O)c2cccs2)c2nc3ccccc3[nH]2)ccc1O,1,96,0,91,-2.9,-3,-2,-3,90,1,19
Cc1ccccc1Nc1nc(N)nc(COC(=O)c2ccc(S(=O)(=O)N(C)C)cc2)n1,-12,111,-3,104,1.2,-3,9,-9,109,-13,14
O=c1c(C/C=C/c2ccccc2)c(O)ccn1Cc1ccc(Cl)cc1Cl,-3,99,1,102,0.0,-3,0,0,96,-2,10
Cc1ccc(C(=O)C2=C(O)C(=O)N(CCN3CCOCC3)C2c2ccccn2)o1 (stereo not given),0,101,0,96,1.0,-5,22,-2,99,-2,29

# 12 entries from above, reformatted:
smiles | Bcl-2 Bim block | RGS8-Gao reg | Bim-Bcl-W | RGS7-Gao | ABCB1 inh | Bcl-XL Bim block | ABCG2 inh | Bim-Bcl-B | RGS4-Gao reg | Bim-Bfl-1 | GSH fluor
Cc1cccc(-c2nc3sc(C)cc3c(=O)o2)c1 | -4 | 101 | -3 | 100 | -0.1 | -1 | 2 | -4 | 100 | -7 | 11
COC(=O)C(NC(=O)c1ccccc1Cl)(Nc1ncc(S(=O)(=O)c2ccc([N+](=O)[O-])cc2)s1)C(F)(F)F (stereo not given) | -11 | 103 | -1 | 100 | 1.6 | -10 | 6 | -10 | 103 | -11 | 34
CCN(CC)C(=O)C1=C(C)NC(=O)NC1c1ccccc1F (stereo not given) | 0 | 102 | 1 | 99 | 0.4 | -4 | 1 | 0 | 98 | -3 | 21
O=C(NCCc1ccccc1)Nc1cccc(Cl)c1 | -1 | 99 | -3 | 98 | 3.9 | -5 | 34 | -10 | 97 | -3 | 10
COc1ccc(CC(=O)Nc2ccc3c(c2)OCO3)cc1S(=O)(=O)N1CCOCC1 | -3 | 100 | -3 | 102 | 0.0 | -5 | 1 | -3 | 102 | -2 | 61
NS(=O)(=O)c1ccc(NC(=O)CSc2nc3ccccc3[nH]2)cc1 | 0 | 102 | 0 | 106 | 0.1 | 0 | 0 | -3 | 103 | -3 | 11
Cc1ccc2nc(NS(C)(=O)=O)sc2c1 | -5 | 116 | -3 | 107 | 0.1 | -4 | 1 | -1 | 106 | -4 | 22
CCOc1ccc(S(=O)(=O)NCCCN2CCOCC2)cc1 | -11 | 100 | -3 | 97 | 0.7 | -12 | 3 | -8 | 97 | -16 | 31
COc1cccc(-c2nc(-c3ccc4c(c3)-c3ccccc3S4(=O)=O)c(-c3ccccc3)[nH]2)c1OC | -3 | 107 | -3 | 105 | 5.7 | -8 | 20 | -9 | 103 | 0 | 14
COc1cc(/C=C(/C(=O)c2cccs2)c2nc3ccccc3[nH]2)ccc1O | 1 | 96 | 0 | 91 | -2.9 | -3 | -2 | -3 | 90 | 1 | 19
Cc1ccccc1Nc1nc(N)nc(COC(=O)c2ccc(S(=O)(=O)N(C)C)cc2)n1 | -12 | 111 | -3 | 104 | 1.2 | -3 | 9 | -9 | 109 | -13 | 14
O=c1c(C/C=C/c2ccccc2)c(O)ccn1Cc1ccc(Cl)cc1Cl | -3 | 99 | 1 | 102 | 0.0 | -3 | 0 | 0 | 96 | -2 | 10

# Continued:
SMILES,Bcl-2 Bim block,RGS8-Gao reg,Bim-Bcl-W,RGS7-Gao,ABCB1 inh,Bcl-XL Bim block,ABCG2 inh,Bim-Bcl-B,RGS4-Gao reg,Bim-Bfl-1,GSH fluor
CCOC(=O)C(C)Sc1nc2c(c(=O)[nH]c(=O)n2C)n1Cc1ccc(Cl)cc1 (stereo not given),-8,102,0,103,0.1,-7,0,-16,98,-2,16
Cc1oc(-c2ccc(-c3ccccc3)cc2)nc1CN(C)C1CCOC1 (stereo not given),0,97,-2,96,2.9,-2,1,-2,96,-3,10
CC(=O)Nc1ccc(S(=O)(=O)N(CCCN2CCOCC2)Cc2cccs2)cc1,0,101,1,103,0.0,2,-1,-2,102,-2,12
O=C1c2ccsc2SCCN1Cc1cccc(Cl)c1,-5,91,1,99,0.0,0,2,0,97,0,24
CCOC(=O)Cn1c(=NC(=O)c2ccc([N+](=O)[O-])s2)sc2ccccc21,0,101,-2,101,0.0,-1,0,-6,102,3,6
[O-][n+]1onc2c1CCc1nnc(-c3ccccc3)cc1-2,4,92,-1,89,0.6,0,3,1,90,0,22
CC1CCc2c(sc(NC(=O)CSc3nc4c(c(C(F)(F)F)n3)CCc3ccccc3-4)c2C(N)=O)C1 (stereo not given),-10,99,-7,99,-0.2,-11,-5,-8,100,-5,11
O=C(CCN1C(=O)/C(=C/c2cccs2)SC1=S)Nc1ccccn1,-2,99,-7,102,-0.3,-4,3,-7,97,-5,21
COc1cc2c(cc1/C=C1/NC(=O)N(c3ccccc3)C1=O)OCO2,-4,96,-3,97,0.1,-7,2,-9,100,-4,14
CC1(C)CC(=O)C(C2C3=C(CC(C)(C)CC3=O)Oc3ccc4ccccc4c32)C(=O)C1 (stereo not given),2,101,4,94,0.1,1,0,2,99,4,23
Nc1c(Cl)ncnc1N/N=C/c1ccc2ccccc2n1,-2,101,-1,105,0.6,-7,6,-10,104,-10,16
N#CC1=C(Nc2ccccc2)SC=C(c2ccc(Br)cc2)N=C1N1CCOCC1,-3,101,0,96,0.2,-2,1,-4,101,-1,8
CCOC(=O)c1c(NC(=O)CN2CCOCC2)sc2c1CCCC2,2,100,0,101,0.5,0,0,-2,102,0,19
O=C(Nn1c(-c2ccc(Br)cc2)nc2ccccc2c1=O)c1ccc([N+](=O)[O-])cc1,-9,103,0,98,0.7,-3,14,-2,102,-12,12
Cc1ccc(Cn2c(SCC(=O)N3CC(=O)Nc4ccccc43)nc3ccccc3c2=O)cc1,-6,101,-10,101,3.5,-8,7,-14,101,-12,16
COc1ccc(/C=C2\Sc3ccc(C(=O)NCc4cccnc4)cc3N(C)C2=O)cc1OC,-1,99,2,110,4.5,-4,9,-11,103,2,19
Cc1ccc(S(=O)(=O)N2CCOCC2)cc1N/N=C(\C#N)c1nc2ccccc2[nH]1,17,103,24,106,5.8,30,13,18,101,16,10
C=CCOc1cccc(C(=O)N2CCCC(CNS(=O)(=O)c3cccs3)C2)c1 (stereo not given),0,113,1,108,0.6,1,1,-3,108,-5,18
O=C(Cn1cnc2ccccc21)Nc1ccc(SC(F)F)cc1,-1,103,0,104,-0.2,-1,2,-2,102,-4,11
CC1Cc2ccccc2N1C(=O)CNCCCN(C)C (stereo not given),0,105,3,103,0.0,3,0,0,103,-1,22
COc1cc([C@H]2[C@@H]3CCCC[C@]3(O)CCN2Cc2ccccc2F)ccc1O,-9,96,-3,94,-1.9,-4,-2,-7,88,-12,36
COc1ccc(Cn2c(O)c(C=Nc3ccc(O)cc3)c3ccccc3c2=O)cc1,-6,105,-1,103,4.4,-3,-1,-8,105,-16,10
COc1cc(-c2nn3c(-c4ccccc4)nnc3s2)cc(OC)c1OC,-5,101,5,101,0.4,6,12,-8,102,-9,34
Cc1occc1C(=O)N/N=C/C=C/c1ccccc1,0,101,1,99,0.3,0,17,-3,100,-4,25
COc1cccc(Nc2ncccc2C(=O)Nc2ccccc2)c1,-14,101,1,104,-1.5,-4,64,-8,103,-17,37
